DENV2 CPE rescue: protects cells from dengue virus 2 cytopathic effect. DENV2-infected cells, cytopathic effect rescue, plate reader. CPE inhibition, % at 9.99 µM. hit rate 1.7% among 350,000. AID 651640; in the data active = CPE inhibition above about 20%, passing the limit was not always enough; inconclusive = no clear call, values can overlap the other calls; tested in BHK-21 cells;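 note: 0% = median of neutral control wells and 100% = median of positive control wells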
EWS-Fli inh: blocks EWS/Fli oncoprotein-driven transcription; A673 NR0B1-luciferase reporter, viability-normalised; inhibition, % at 12.6 µM; hit rate 0.67% among 350,000;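 active = mean inhibition of at least 50% after viability correction, with every replicate also passing that limit; inconclusive = mean reaches 50% but only one of two replicates passes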;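 note: firefly luciferase signal divided by Alamar Blue viability fluorescence both relative to DMSO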
PAX8 reporter: inhibitors of PAX8 transcriptional activity in RMG-I cells; RMG-I TPO-luciferase reporter, SteadyGlo, 24 h; inhibition, % at 12.6 µM; hit rate 1.2% among 360,000;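 active = mean replicate inhibition at least 60% with every replicate also reaching 60%; inconclusive = only one of the two criteria is met; inactive = mean below 60% and not all replicates reaching 60%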;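 note: luciferase light reporting Pax8 driven TPO promoter activity; plate controls were median of neutral control wells for no effect and mitoxantrone controls for full effect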
ARNT TACC3 PPI: ARNT/TACC3 interaction disruption. inhibition, % at 9.99 µM. hit rate 0.66% among 390,000. AlphaScreen His-ARNT PAS-B/GST-TACC3 binding, luminescence; TACC3 fragment carries E629A point mutation;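 active = mean inhibition of replicates at least 50% and at least half of replicates each reaching 50%; inconclusive = half or more replicates reach 50% but mean below 50%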;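 note: 0% = complete ARNT plus TACC3 wells and 100% = ARNT alone without TACC3; many hits fall short of the cut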
SIRT5 inh: blocks human SIRT5 desuccinylation of peptide; Q9NXA8; Purified SirT5, succinyl-peptide AMC, trypsin-coupled fluorescence; inhibition, % at 15 µM; hit rate 1.1% among 330,000; in the data active = inhibition above about 15%; inconclusive = no clear call, values can overlap the other calls
Target sequence (Q9NXA8 whole entry, looked up): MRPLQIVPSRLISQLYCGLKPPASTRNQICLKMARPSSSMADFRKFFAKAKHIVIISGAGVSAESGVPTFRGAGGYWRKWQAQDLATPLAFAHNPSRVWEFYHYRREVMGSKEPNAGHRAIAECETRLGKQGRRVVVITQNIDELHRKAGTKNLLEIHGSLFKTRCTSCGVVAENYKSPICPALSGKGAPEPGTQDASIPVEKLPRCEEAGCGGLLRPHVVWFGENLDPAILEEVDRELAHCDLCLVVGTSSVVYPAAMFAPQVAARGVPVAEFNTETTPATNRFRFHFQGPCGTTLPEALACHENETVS
LGR2 inh: blocks bursicon-induced cAMP signaling via Drosophila LGR2 | hit rate 0.35% among 380,000 | inhibition, % at 9.99 µM | HEK293 LGR2, CRE-luciferase, bursicon-stimulated, 4 h | AID 720647;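 active = drop in luminescence signal, shown as inhibition above about 50% in the replicate tests, limit read from the data, passing the limit was not always enough; inconclusive = probably only some replicates passing the limit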;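 note: agonist challenge used bursicon conditioned medium at about half maximal strength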
Casp6 inh: caspase-6 (human) enzyme inhibition; P55212; purified caspase-6, Z-VEID-R110 cleavage fluorescence; inhibition, % at 12.5 µM; hit rate 0.53% among 350,000; AID 686996;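 active = mean inhibition across replicates at least about 35%, with every replicate also reaching that limit, limit read from the data; inconclusive = only one of the two criteria met; inactive = neither criterion met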;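 note: 0% = median of neutral control wells and 100% = no fluorescence left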
Target sequence (P55212 24-179 limits assumed): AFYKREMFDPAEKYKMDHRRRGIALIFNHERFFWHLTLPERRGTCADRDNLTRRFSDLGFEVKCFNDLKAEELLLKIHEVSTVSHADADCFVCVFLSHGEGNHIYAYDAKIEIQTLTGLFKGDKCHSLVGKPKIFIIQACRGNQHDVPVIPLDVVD
Target sequence (P55212 194-293 limits assumed): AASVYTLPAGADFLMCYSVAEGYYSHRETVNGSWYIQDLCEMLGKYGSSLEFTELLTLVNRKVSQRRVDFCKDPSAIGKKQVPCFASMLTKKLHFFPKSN
Active calls of the source: *; ? = inconclusive; . = not tested or not shown; & = joins results of further samples.

Values run as follows: DENV2 CPE rescue	EWS-Fli inh	PAX8 reporter	ARNT TACC3 PPI	SIRT5 inh	LGR2 inh	Casp6 inh
- CC1Cc2ccccc2N1Cc1cc(=O)c(OCC(=O)Nc2ccccc2)co1 (stereo unspecified)
  .	11	18	5	-6	4	2
- COc1cc(/C=C/C(=O)OCC(=O)NC2CCS(=O)(=O)C2)ccc1OC(F)F (stereo unspecified)
  4	-6	-22	0	-2	-12	3
- Cc1cc(C)n2nnnc2n1
  -6	-3	3	1	-6	-1	-3
- C/C=C/c1ccc([C@H]2[C@@H](CO)N(CC3CC3)C23CN(C(=O)COC)C3)cc1
  12	-8	.	.	1	-11	-3
- O=C(CN1C(=O)C2CCCCC2C1=O)N1CCN(c2ccccc2)CC1 (stereo unspecified)
  -6	1	1	5	4	-9	2
- CCC/C(O)=C1\C(=O)CCCC1=NCCc1c(C)[nH]c2ccccc12
  14	1	6	-4	25*	-3	-2
- Cc1ccc(S(=O)(=O)N(C)C[C@H]2OCc3ccccc3-c3ccccc3C(=O)N([C@@H](C)CO)C[C@H]2C)cc1
  9	11	.	13	5	7	-1
- COc1ccc(NC(=O)Nc2ccc3c(c2)C(=O)N([C@@H](C)CO)C[C@@H](C)[C@H](CN(C)C(=O)Nc2cccc4ccccc24)OCCCC[C@H](C)O3)cc1
  1	2	-12	-11	20*	6	-1
- Cc1noc(C)c1NC(=O)Nc1cccc2c1O[C@@H](CN(C)C(=O)NC(C)C)[C@H](C)CN([C@@H](C)CO)C2=O
  -1	9	-4	-6	-8	1	-1
- CCCCNC(=O)O[C@H]1C[C@@H]2CCN3C(=O)CCC[C@H]([C@H]1CC)[C@H]23
  -9	0	4	.	-2	2	-3
- COCCCNC(=O)CC1C[C@H](C(=O)N2CCCCC2)[C@@]2(C)c3[nH]c4ccccc4c3CCN2C1=O (stereo partly specified)
  3	-12	8	-1	-1	20	-2
- CC1(C(=O)OCC(=O)N2c3ccccc3Sc3ccccc32)CC1(Cl)Cl (stereo unspecified)
  -3	12	13	-1	-4	16	2
- COc1cccc(NC(=O)C(C)N2C(=O)c3ccccc3C2=O)c1 (stereo unspecified)
  3	9	-12	7	0	4	-1
- CCOc1ccccc1C1CC(c2ccc(Cl)cc2)Nc2nc(N)nn21 (stereo unspecified)
  -2	-56	14	9	-5	6	1
- COc1ccc(NC(=S)N2CCN(c3ccccc3)CC2)c(OC)c1
  -5	3	6	4	-3	4	0
- CC(C)(CO)Cc1cc(C(C)(C)C)c(O)c(C(C)(C)C)c1
  9	5	-7	-1	0	.	.
- Cc1ccc(C(=O)NNC(=O)Cc2cccs2)cc1
  .	.	-15	27	.	-6	.
- O=[N+]([O-])c1ncccc1Oc1nc(-c2cccnc2)nc2ccccc12
  0	6	19	6	3	-3	5
- CCOC(=O)Cn1ccc(NC(=O)COc2ccc(F)cc2)n1
  5	7	-6	-9	2	6	1
- CCc1cc(S(N)(=O)=O)cc(CC)c1NC(C)=O
  1	-2	0	-8	-2	16	-1
- Cc1ccc(OCCCC(=O)N(C)CC(=O)Nc2ccccc2Cl)cc1
  -2	-4	6	-5	0	7	1
- C[C@H](CO)N1C[C@H](C)[C@@H](CN(C)Cc2cccc(C(F)(F)F)c2)OCc2ccccc2-c2c(n(C)c3ccccc23)C1=O
  -11	-1	9	.	.	-6	.
- CC(C)NC(=O)N(C)C[C@H]1Oc2cc(C#Cc3ccccn3)ccc2S(=O)(=O)N([C@H](C)CO)C[C@@H]1C
  5	-4	.	-1	-1	8	1
- O=C(Nc1ccccc1Oc1ccccc1)C1CCCC1
  3	-5	-18	7	0	.	28
- CCCC#Cc1ccc([C@H]2[C@@H](C#N)N(C(=O)C3CCOCC3)[C@H]2CO)cc1
  ?	1	-8	-10	-1	-4	-1
- C[C@H](CO)N1C[C@H](C)[C@@H](CN(C)C)Oc2ccc(NS(=O)(=O)c3ccc(F)cc3)cc2CC1=O
  -1	0	5	-9	3	-10	-4
- CCOC(=O)N1CCN(CCC(=O)Nc2cccc(C)c2)CC1
  3	-4	8	2	-1	-2	-1
- O=C(Nc1ccc2c(c1)OCO2)N[C@H]1CC[C@@H](CCNC(=O)C2CCCCC2)O[C@H]1CO
  2	1	-11	9	6	3	4
- CNC[C@H]1OCCCC[C@@H](C)Oc2ccc(NC(=O)Nc3c(C)noc3C)cc2C(=O)N([C@H](C)CO)C[C@@H]1C
  .	-7	-18	.	.	15	.
- Cc1ccc(C(O)CCc2ccc(N)cc2)cc1 (stereo unspecified)
  8	10	-4	0	-4	-10	0
- CO[C@H]1CN(C)C(=O)c2ccc(NC(=O)c3ccc4c(c3)OCO4)cc2OC[C@@H](C)NC[C@@H]1C
  -1	-2	-1	-11	-4	8	-2
- CCC(=O)N[C@H]1CC[C@@H](CCn2cc(C3CC3)nn2)O[C@H]1CO
  7	3	-11	-20	1	15	-1
- Cc1noc(C)c1NC(=O)N(C)C[C@H]1Oc2ccc(NC(=O)NC3CCCCC3)cc2C(=O)N([C@@H](C)CO)C[C@H]1C
  ?	-4	.	0	-1	0	3
- Cc1ccc(S(=O)(=O)Nc2ccc3c(c2)C(=O)N([C@@H](C)CO)C[C@H](C)[C@H](CN(C)S(=O)(=O)c2ccc(Cl)cc2)O3)cc1
  1	2	7	.	8	3	.
- C[C@@H]1CN([C@H](C)CO)C(=O)c2cccc(NC(=O)C3CCCCC3)c2O[C@H]1CN(C)CC1CC1
  -4	7	.	-2	1	13	2
- NC(=O)c1ccc(NC(=O)COC(=O)c2ccc3c(c2)OCO3)cc1
  ?	-7	-20	0	-1	2	-1
- O=C(NC1CCC(C(=O)O)CC1)OCc1ccccc1 (stereo unspecified)
  0	1	12	-3&-7	.	4	-4
- Cc1ccc(Cl)cc1NC(=O)c1ccccc1OCC(=O)Nc1ccc(Cl)cc1
  -1	13	-2	8	0	12	-1
- COc1ccc(C(=O)O/N=C(\N)c2ccccc2)cc1OC
  -2	-142	-72	3	5	-34	-2
- CCc1nc2c(OCc3ccc4c(c3)OCO4)cccn2c1N(C=O)Cc1ccc(OC)cc1
  7	-23	-37	.	0	-28	-1
- CCCCc1cc2c(s1)CCCC/C2=N/O
  3	-30	-20	-5	0	-10	-5
- COC(=O)Nc1ccc(S(=O)(=O)NCc2ccccn2)cc1
  -1	-6	-2	3	-2	3	-3
- COC(=O)c1ccc(NC(=O)CSc2nnc(C)n2CC2CCCO2)cc1 (stereo unspecified)
  -2	-4	1	-15	-1	-5	1
- Nc1[nH]c(C(=O)c2ccc(Cl)cc2)c(-c2ccc(Br)cc2)c1C(=O)NCCc1c[nH]c2ccccc12
  -5	-9	-4	.	0	25	-2
- CNC[C@H]1Oc2c(N)cccc2C(=O)N([C@H](C)CO)C[C@@H]1C
  0	4	-17	1	3.0*	-1	2
- CCCNC(=O)N1[C@H](CO)[C@H](c2ccc(C3=CCCC3)cc2)[C@H]1CNC(C)=O
  25	1	7	-4	.	9	.
- CCOc1cc2c(cc1O)C(=NOC)CC1C2CCC2(C)C(O)CCC12 (stereo unspecified)
  ?	18	40	4	1	-6	-1
- Cc1noc(C)c1S(=O)(=O)Nc1ccc2c(c1)CC(=O)N([C@H](C)CO)C[C@H](C)[C@H](CN(C)CC1CC1)O2
  1	3	.	-6	-1	1	2
- Cc1ccc(C(=O)Nc2ccc(S(=O)(=O)N3CCOCC3)cc2)cc1
  4	12	8	35	0	-1	2
- CNC(=S)NC1CC2CCCC(C1)N2Cc1ccc(C)cc1 (stereo unspecified)
  12	-1	2	5	-8	8	-5
- CCOC(=O)C1(Cc2cccc(F)c2)CCN(C(=O)Cn2cnnn2)CC1
  4	5	8	0	.	9	5
- CC(=O)c1c(O)c2ccccc2n(C(C)C)c1=O
  3	6	4	30	-7	4	2
- CN(c1nc2ccccc2nc1Cl)S(=O)(=O)c1ccccc1
  5	-43	-4	-10	0	-1	-3
- NS(=O)(=O)c1ccc(NC(=O)c2ccc(CSc3ccccc3)o2)cc1
  .	.	0	-4	.	-4	-1
- O=C(CCN1C(=O)C2C3CCC(C3)C2C1=O)Nc1ccc(Br)cc1 (stereo unspecified)
  .	.	-20	-3	.	-25	.
- CCC(=O)Nc1ccc2c(c1)C(=O)N(C)C[C@H](OC)[C@@H](C)CN(CC1CCCCC1)[C@H](C)CO2
  -4	12	.	-2	18*	-9	.
- O=C(COn1nnc2ccc(C(F)(F)F)cc21)Nc1c(Cl)cccc1Cl
  1	6	24	1	0	.	2
- Cc1ccc(-c2cnc3c(c2)C(=O)N([C@@H](C)CO)C[C@H](C)[C@H](CN(C)C(=O)Cc2cccnc2)O3)cc1
  -5	8	-9	-3	-2	2	-5
- COC(=O)[C@@]12C[C@@H](CC(=O)N3CCSCC3)C(=O)N(Cc3ccccc3)C1=CCC(C)(C)C2
  8	-1	-2	.	2	11	-2
- Cc1cccc(OCC(=O)NCc2ccc(F)cc2)c1
  1	13	23	0	-4	2	3

Arranged by number of heavy atoms (lowest first): some entries from above
Values run as follows: DENV2 CPE rescue	EWS-Fli inh	PAX8 reporter	ARNT TACC3 PPI	SIRT5 inh	LGR2 inh	Casp6 inh
- CC1(C(=O)OCC(=O)N2c3ccccc3Sc3ccccc32)CC1(Cl)Cl (stereo unspecified)
  -3	12	13	-1	-4	16	2
- COC(=O)c1ccc(NC(=O)CSc2nnc(C)n2CC2CCCO2)cc1 (stereo unspecified)
  -2	-4	1	-15	-1	-5	1
- CCCNC(=O)N1[C@H](CO)[C@H](c2ccc(C3=CCCC3)cc2)[C@H]1CNC(C)=O
  25	1	7	-4	.	9	.

Already shown: entries from further up.
Values run as follows: DENV2 CPE rescue	EWS-Fli inh	PAX8 reporter	ARNT TACC3 PPI	SIRT5 inh	LGR2 inh	Casp6 inh
- CCCCc1cc2c(s1)CCCC/C2=N/O
  3	-30	-20	-5	0	-10	-5
- COC(=O)Nc1ccc(S(=O)(=O)NCc2ccccn2)cc1
  -1	-6	-2	3	-2	3	-3
- COC(=O)c1ccc(NC(=O)CSc2nnc(C)n2CC2CCCO2)cc1 (stereo unspecified)
  -2	-4	1	-15	-1	-5	1
- Nc1[nH]c(C(=O)c2ccc(Cl)cc2)c(-c2ccc(Br)cc2)c1C(=O)NCCc1c[nH]c2ccccc12
  -5	-9	-4	.	0	25	-2
- CNC[C@H]1Oc2c(N)cccc2C(=O)N([C@H](C)CO)C[C@@H]1C
  0	4	-17	1	3.0*	-1	2
- CCCNC(=O)N1[C@H](CO)[C@H](c2ccc(C3=CCCC3)cc2)[C@H]1CNC(C)=O
  25	1	7	-4	.	9	.
- CCOc1cc2c(cc1O)C(=NOC)CC1C2CCC2(C)C(O)CCC12 (stereo unspecified)
  ?	18	40	4	1	-6	-1
- Cc1noc(C)c1S(=O)(=O)Nc1ccc2c(c1)CC(=O)N([C@H](C)CO)C[C@H](C)[C@H](CN(C)CC1CC1)O2
  1	3	.	-6	-1	1	2
- Cc1ccc(C(=O)Nc2ccc(S(=O)(=O)N3CCOCC3)cc2)cc1
  4	12	8	35	0	-1	2
- CNC(=S)NC1CC2CCCC(C1)N2Cc1ccc(C)cc1 (stereo unspecified)
  12	-1	2	5	-8	8	-5
- CCOC(=O)C1(Cc2cccc(F)c2)CCN(C(=O)Cn2cnnn2)CC1
  4	5	8	0	.	9	5

New compounds follow.
Values run as follows: DENV2 CPE rescue	EWS-Fli inh	PAX8 reporter	ARNT TACC3 PPI	SIRT5 inh	LGR2 inh	Casp6 inh
- CC(=O)N(C)C[C@H]1Oc2ncc(C#CC3(O)CCCC3)cc2C(=O)N([C@H](C)CO)C[C@@H]1C
  7	-24	.	-5	-2	-7	1
- Cc1cc(C(=O)N2CCN(c3ncccc3C#N)CC2)no1
  -3	3	-8	-23	1	1	-1
- C[C@@H]1CN([C@@H](C)CO)S(=O)(=O)c2ccc(C#CC3CC3)cc2O[C@H]1CN(C)C(=O)Cc1ccncc1
  -13	-2	.	6	-1	14	0
- O=C(c1ccc(Cl)cc1)N1CCN=C1c1ccccc1
  -6	-3	46	1	-1	-9	-1
- C[C@@H]1CN([C@H](C)CO)C(=O)CCCn2cc(nn2)CO[C@@H]1CN(C)C(=O)CCCN(C)C
  -10	-10	3	6	4	.	-10
- Cc1ccc(-c2nc(NC(=O)c3nn(C)cc3[N+](=O)[O-])sc2C)cc1
  10	58*	.	-5	2	44	-2

Screening data deposited in PubChem by Broad Institute.

An unsorted share of the library; 4.9% or so of the library scored in one or more.
